thrombin 1536 = human alpha-thrombin inhibitors, primary screen, counter-screen for coagulation protease inhibitor project, biochemical, 1536-well, fluorogenic AMC substrate; inhibition, % at 5 µM; 220,000 compounds, 0.26% hits; Boc-VPR-AMC fluorogenic substrate cleavage; Prothrombin (Homo sapiens), P00734;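 active = inhibition at or above 40%; inactive = inhibition below 40%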;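 also: 0% = enzyme with no compound and 100% = wells without enzyme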
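signal = AMC fluorescence, 355/460 nm | material = human alpha-thrombin enzyme | control set = enzyme without compound as high, wells lacking enzyme as low | times = reaction at room temperature | read-out basis = percent inhibition scaled between no-compound controls and no-enzyme blanks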
FXIIa inh 1536 = human FXIIa protease inhibitors, primary screen, biochemical, 1536-well | Coagulation factor XII (Homo sapiens), P00748 | purified FXIIa, Boc-QGR-AMC fluorogenic substrate, 2 h | inhibition, % at 5 µM | 220,000 compounds, 0.3% hits | AID 800, 2007; in the data active = inhibition above about 40%;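 also: 0% = enzyme with no compound and 100% = blank without enzyme; many of its hits are not listed in these tables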
TNF death inh = inhibitors of TNF-alpha triggered necroptosis, primary screen, cell-based, Jurkat FADD-/-, single concentration; Jurkat FADD-/- TNF necroptosis rescue, ATP luminescence, 24 h; 0 = TNF only, 100 = no-TNF cells; activation (protection from cell death), % at 10 µM; 220,000 compounds, 0.068% hits; AID 463075, 2010;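 active = activation, meaning protection from cell death, of at least 50% relative to plate controls; inactive = activation below 50%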;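 also: necroptosis triggered by 40 ng/mL TNF-alpha added together with compound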
KCC2 mod = KCC2 cotransporter modulators, thallium flux, primary screen, cell-based, HEK293 KCC2, FluoZin-2 fluorescence, MLSMR. Solute carrier family 12 member 5 (Homo sapiens), Q9H2X9. KCC2 cells, thallium flux FluoZin-2 fluorescence. B-score of Tl+ flux slope (higher = more flux/activation; lower = inhibition) at 10 µM. 190,000 compounds, 2.2% hits. AID 1456, 2008;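 active = thallium flux slope and its plate-corrected score both differing from the plate sample mean at a set confidence after two filtering rounds, in either direction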;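 also: slope of fluorescence scaled to starting intensity during 10 to 20 s after thallium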
Hck-Nef inh = inhibitors of Nef-activated human Hck kinase, primary screen, biochemical, Z-Lyte FRET, 384-well, Hck-YEEI | Recombinant Hck-YEEI plus Nef, Z-Lyte FRET kinase assay | Tyrosine-protein kinase HCK (Homo sapiens), P08631 | 220,000 compounds, 0.68% hits | inhibition, % at 20 µM;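 active = Hck-Nef kinase inhibition above about 50%, limit read from the data; inactive = inhibition below that limit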;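 also: 0% = DMSO with Hck plus Nef and 100% = Hck alone without Nef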
zVAD death inh = inhibitors of zVAD-triggered necroptosis, primary screen, L929 cells; L929 zVAD necroptosis rescue, ATP luminescence, 24 h; with zVAD 60 µM; viability rescue, % at 10 µM; 220,000 compounds, 0.38% hits; AID 1377, 2008;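 active = activation, scaled between plate controls, above about 75%, limit read from the data; inactive = activation under that limit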;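 also: 0% = zVAD with DMSO and 100% = DMSO alone without zVAD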
KLK5 inh = human KLK5 protease inhibitors, primary screen, biochemical, 1536-well | recombinant hK5, fluorogenic AMC substrate cleavage | inhibition, % at 5 µM | 210,000 compounds, 0.59% hits | AID 873, 2007;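 active = inhibition of 40% or more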;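 also: 0% = enzyme controls without compound and 100% = no-enzyme blanks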
Rad51 HR inh = human RAD51 strand exchange inhibitors, primary screen, biochemical, fluorescence. hRad51 DNA strand exchange, fluorescence dequenching. inhibition, % at 10 µM. 200,000 compounds, 0.085% hits. AID 1385, 2008;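 active = inhibition above 40% at the single screening dose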;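 also: 0% = DMSO control wells and 100% = blanks with heterologous ssDNA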
Target sequence (Q06609 whole entry, looked up): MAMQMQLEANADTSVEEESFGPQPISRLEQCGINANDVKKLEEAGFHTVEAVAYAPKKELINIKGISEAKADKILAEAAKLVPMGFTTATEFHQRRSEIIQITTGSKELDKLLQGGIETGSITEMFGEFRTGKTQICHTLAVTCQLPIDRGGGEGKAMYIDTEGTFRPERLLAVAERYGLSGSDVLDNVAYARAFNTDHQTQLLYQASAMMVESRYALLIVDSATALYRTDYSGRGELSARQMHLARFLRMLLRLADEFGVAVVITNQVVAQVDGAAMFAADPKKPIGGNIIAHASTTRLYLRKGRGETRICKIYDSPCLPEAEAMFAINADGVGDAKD
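Material: Human Rad51 nucleoprotein filaments preassembled on unlabelled ssDNA | Also added: Labelled 47-mer dsDNA for strand exchange | Dosing: Single dose, 10 µM final compound | Schedule: 30-min compound preincubation and 15-min exchange, both room temperature | Technique: Fluorescence dequenching at 485/520 nm | Measure: Percent inhibition relative to plate controls and blanks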
FXIa inh = human FXIa protease inhibitors, primary screen, biochemical, 1536-well; Coagulation factor XI (Homo sapiens), P03951; inhibition, % at 5 µM; 220,000 compounds, 0.14% hits; purified FXIa, Boc-Glu-Ala-Arg-AMC fluorogenic substrate;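 active = inhibition of at least 40%; inactive = inhibition below 40%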;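 also: fluorescence of freed AMC excited at 355 nm; 0% = enzyme without compound and 100% = no enzyme blank; many of its hits are not listed in these tables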
Target sequence (P03951 19-387 limits assumed): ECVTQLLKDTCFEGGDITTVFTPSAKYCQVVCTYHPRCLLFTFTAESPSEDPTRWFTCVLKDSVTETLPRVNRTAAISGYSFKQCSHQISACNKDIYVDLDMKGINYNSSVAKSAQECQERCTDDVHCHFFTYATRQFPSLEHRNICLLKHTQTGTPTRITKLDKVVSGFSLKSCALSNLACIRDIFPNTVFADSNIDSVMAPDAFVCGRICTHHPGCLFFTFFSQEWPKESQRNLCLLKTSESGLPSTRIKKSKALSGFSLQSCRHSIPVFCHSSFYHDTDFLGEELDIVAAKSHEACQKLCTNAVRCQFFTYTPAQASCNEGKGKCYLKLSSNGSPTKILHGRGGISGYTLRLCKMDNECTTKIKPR
Target sequence (P03951 388-625 limits assumed): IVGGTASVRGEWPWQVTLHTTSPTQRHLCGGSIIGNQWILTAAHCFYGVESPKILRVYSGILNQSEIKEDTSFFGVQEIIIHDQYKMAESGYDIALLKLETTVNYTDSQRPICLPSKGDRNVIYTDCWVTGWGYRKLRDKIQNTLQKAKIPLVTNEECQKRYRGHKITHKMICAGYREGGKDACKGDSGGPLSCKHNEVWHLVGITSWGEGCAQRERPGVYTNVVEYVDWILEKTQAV
* = called active by the depositor; x = not tested or not shown. These rows are one share of the data, so the mix of outcomes need not match the whole.

SMILES	thrombin 1536	FXIIa inh 1536	TNF death inh	KCC2 mod	Hck-Nef inh	zVAD death inh	KLK5 inh	Rad51 HR inh	FXIa inh
C=CCNC(=O)c1ccc(N(C)S(=O)(=O)c2ccc(OC)cc2)cc1	-1	11	0.3	0.9	0	0.7	-4	2	2
COc1ccccc1/C=C/C(=O)NCc1cccnc1	-4	8	-0.7	0.3	-15	0.5	6	-7	1
COc1cc(C(=O)NCc2nnc(SCC(=O)NCc3ccccc3)o2)cc(OC)c1OC	-5	9	-0.5	x	0	0.6	-1	7	-2
CCN(CC)S(=O)(=O)c1ccc(NC(=O)c2cc(C(=O)OC)cc([N+](=O)[O-])c2)cc1	-5	9	1.7	-0.74	0	0.4	1	1	3
O=C(NC1CCCC1)C(c1ccc(O)cc1)N(CC1CCCO1)C(=O)C1COc2ccccc2O1 (stereo unspecified)	-9	-8	-3.3	0.0071	2	-0.2	-2	1	-6
COc1ccc(-c2c(C#N)c(SCC(N)=O)nc3c2CCCC3)cc1	1	9	-3.4	-0.063	-10	-0.4	-7	-3	1
Oc1ccc(Cl)cc1C=NCCc1ccccc1	0	11	0.2	0.29	1	-0.1	-21	x	5
CC(C)CN(CC(C)C)CC(O)COc1ccc([N+](=O)[O-])cc1 (stereo unspecified)	0	7	0.6	0.11	3	0.0	4	2	12
Cc1nc2nc(SCC(=O)O)nn2c(C)c1Cc1c(F)cccc1Cl	2	12	0.4	0.39	15	-0.4	x	x	3
Cc1cccc(OC(=O)CCN2C(=O)C3C4C=CC(C5CC45)C3C2=O)c1C (stereo unspecified)	-5	2	-0.2	-1.3	14	-0.7	0	-17	-7
C[C@H](NC(=O)c1ccccc1Cl)C(=O)OCCOc1cccc(Cl)c1	-18	-8	1.0	-1.2	-3	1.4	-8	3	-4
CCOc1ccc(N2C(=O)CC(N3CCN(C(=O)c4ccco4)CC3)C2=O)cc1 (stereo unspecified)	3	15	-4.1	x	2	0.0	-2	0	5
Clc1cc(Cl)c2nc(N3CCCC3)sc2c1	x	x	-0.5	x	-1	0.0	x	-10	x
Cc1oc2c(O)c(O)ccc2c(=O)c1-c1ccccc1	-6	10	-8.5	0.0046	48	0.3	-4	2	2
COc1ccc(NC(=O)c2cccs2)cc1OC	-2	9	-2.1	x	-1	-0.5	16	-6	-5
C#CCOCCOCCOCCNc1nc(N2CCN(C(=O)[C@H](CCC(=O)O)n3cc(C(N)[C@H](C)CC)nn3)CC2)nc(N2CCN(C(=O)[C@H](Cc3cc4ccccc4[nH]3)n3cc(C(N)[C@H](C)CC)nn3)CC2)n1 (stereo partly specified)	-2	8	0.7	-0.59	7	0.1	0	x	1
COc1cccc(CNCCc2c[nH]c3ccccc23)c1OCc1ccc(F)cc1	-2	26	-6.4	0.22	5	-0.6	-10	0	17
CCOc1ccccc1N(CC(=O)NCCSc1ccccc1)S(C)(=O)=O	x	0	1.8	-1.6	13	0.6	-5	4	0
O=C(NCCNC(=O)c1cc(OCC(F)(F)F)ccc1OCC(F)(F)F)Nc1ccc(Cl)cc1	6	19	0.1	x	1	0.9	-11	-11	2
Cc1noc(C(=O)Nc2c(C)n(C)n(-c3ccccc3)c2=O)c1Cl	-2	2	1.3	-0.63	-1	3.8	-1	1	-4
CCCC(=O)Nc1nnc(-c2cccc(OCC)c2)s1	1	8	-6.5	0.13	2	0.0	2	0	12
N=c1c2c(-c3ccccc3)c(-c3ccccc3)oc2ncn1CCCN1CCOCC1	-5	2	2.1	0.83	6	2.1	0	-7	-9
CCOC(=O)c1cc(NC(=O)Nc2ccc(Br)cc2)c(C)nc1C	-16	5	1.0	-0.054	21	10	-1	3	-4
COc1ccc(C(=O)Cn2c(Br)nc3c2c(=O)n(C)c(=O)n3C)cc1	-3	-1	-2.9	x	1	-0.8	-20	4	4
Cc1ccc(N=Cc2nc(/C=C/c3cccc([N+](=O)[O-])c3)oc2O)cc1	-5	7	-1.3	-0.47	1	-0.1	-3	x	-7
CN(C)C(=O)N1CCC(C(=O)NCc2cccs2)CC1	5	13	1.0	1.3	-2	3.3	1	4	-1
O=C(O)CCN1CC2([N+](=O)[O-])C=CC(=O)C([N+](=O)[O-])(C1)C2CC(=O)c1ccccc1 (stereo unspecified)	-7	6	0.6	-0.13	1	1.3	-6	5	-8
COc1ccc(CCNC(=O)C(=O)NCc2ccccc2)cc1OC	-2	-7	-12	0.43	0	2.6	3	-5	-4
CSc1nc2ccsc2c(=O)n1-c1cccnc1	-3	4	0.2	0.42	-22	0.3	-3	2	-3
CCOC(=O)C1=C2N(C)c3ccccc3N2CCC1=O	-2	13	-0.1	-0.3	-1	1.2	-13	-9	2
O=C(c1cccc(Cl)c1Cl)N1CCN(c2ccccn2)CC1	2	10	0.4	0.67	1	0.1	-20	-3	4
COC(=O)C1=C(C)N(c2cc(Cl)cc(Cl)c2)C(=O)C1	3	13	2.0	x	9	1.4	-15	-6	2
COc1ccc(NC(=O)/C=C/c2cc(Br)ccc2OC)cc1	-2	11	-0.5	0.48	0	0.2	-2	-2	0
COc1ccc(NC(=O)NCc2cccn2C)c(OC)c1	-4	2	-2.4	-0.064	0	-0.3	-24	-7	-10
Nc1nc(-c2ccc(Br)cc2)cc(C(F)(F)F)n1	-1	9	-6.8	0.14	1	-1.2	3	0	1
N#CCCn1cc(C(=O)N2CCCCC2)c(-c2cccc([N+](=O)[O-])c2)n1	4	14	-1.0	-0.081	2	0.1	x	x	3
CCN(CC)CCn1c(-c2ccccc2)nc(=S)c2c1CC(C)(C)OC2	5	15	1.8	2.5	3	1.2	-5	-7	5
CC(O)CCC(=O)NNC1CC(=O)N(c2ccccc2)C1=O (stereo unspecified)	-1	8	3.5	0.51	29	-0.2	5	x	5
Cc1cc2n(n1)SC(Nc1ccc(F)cc1)N2 (stereo unspecified)	-6	5	0.4	-0.014	0	0.7	-9	0	0
C/C(CC(=O)Nc1ccc([N+](=O)[O-])cc1)=N/NC(=O)C1CC12CCC2 (stereo unspecified)	2	5	0.7	-0.3	2	0.0	-7	-9	3
COc1ccc(NC(=O)C2CCCC2)cn1	-10	8	1.8	1.2	21	3.9	-2	4	-2
COc1cc(C=O)ccc1OS(=O)(=O)c1ccc(NC(C)=O)cc1	-2	2	0.0	-0.25	6	-0.2	-17	2	-4
COc1ccc(NC(=S)NCC(c2cccnc2)N2CCOCC2)cc1 (stereo unspecified)	-11	6	1.4	-0.24	22	1.5	9	25	-1
O=C(O)CN(c1ccccc1F)S(=O)(=O)c1ccccc1	3	13	-0.1	0.67	1	-0.1	-2	-2	3
COc1ccccc1CNC(=O)CSCc1cnn(-c2ccccc2)c1-n1cccc1	-3	20	0.9	-2.7	-16	0.2	-4	-5	5
COc1ccc(C(=O)NCC2(c3ccccc3)CCOCC2)cc1[N+](=O)[O-]	-6	1	-1.3	-0.11	0	-0.3	-14	12	3
Cn1c(=O)c2cc(S(=O)(=O)NC(Cc3ccccc3)C(=O)NCc3ccco3)ccc2n(C)c1=O (stereo unspecified)	6	16	-1.7	-0.83	1	0.3	-4	0	1
COc1ccc(-c2csc3nc(-c4ccccc4F)oc(=O)c23)cc1OC	-5	9	-9.1	-0.53	3	-0.2	0	5	-11
O=C(CCc1nc2cccnc2n1Cc1ccccc1)NCCc1ccc(Cl)cc1	-20	7	0.1	-2.7	-2	0.0	3	-8	3
COc1ccccc1N1CCN(CC(=O)N2N=CCC2c2ccccc2)CC1 (stereo unspecified)	5	12	26	0.15	1	1.2	-4	x	9
CC(Cc1ccsc1)NC(=O)CCc1nnc(CCc2ccccc2)o1 (stereo unspecified)	1	8	-0.1	x	7	-0.2	x	x	0
COc1cccc(/C=N/n2c(-c3n[nH]c4c3CCC4)n[nH]c2=S)c1OC	-6	4	0.1	0.26	-6	2.1	7	-4	2
O=C(O)c1ccccc1N/N=C/c1cc(Br)cc(Br)c1O	2	8	0.3	2.3	-1	0.9	2	10	6
O=C(CNCc1ccco1)Nc1cc(S(=O)(=O)N2CCOCC2)ccc1N1CCCC1	-6	4	0.8	-0.87	0	-0.1	x	x	-2
Cc1nonc1C1CCCN1Cc1nc(-c2ccccc2Cl)oc1C (stereo unspecified)	1	10	0.1	-0.24	7	0.4	x	19	4
COc1ccc(C2C(C(C)=O)=C(O)C(=O)N2C)c(OC)c1 (stereo unspecified)	3	15	-0.1	0.4	2	-0.2	-8	-4	10
Cc1ccc(O)c(C(=O)CC(=O)c2ccccc2Cl)c1	-9	8	-0.5	x	12	0.4	0	-8	-2
Cc1nc2ccc(N=NC3=C(O)CCCC3=O)cc2s1	3	20	-5.1	x	-1	0.5	-11	10	5
Cc1nc2ccc(-c3nc4ccccc4o3)cc2[nH]1	-13	-4	-0.9	-2.2	1	0.1	-5	-7	0
COc1ccc(NC(=S)Nc2cccnc2)c(OC)c1	-6	5	0.7	0.51	13	5.3	0	-5	-4
The list continues.
SMILES	thrombin 1536	FXIIa inh 1536	TNF death inh	KCC2 mod	Hck-Nef inh	zVAD death inh	KLK5 inh	Rad51 HR inh	FXIa inh
Cc1ccc(-n2c(C)cc(/C=C3/C(=N)N4C(c5ccccc5)=CSC4=NC3=O)c2C)cc1	-6	6	-0.7	0.025	1	3.3	-4	-20	-1
O=C(CSc1ccc(Cl)cc1)NCc1ccncc1	-3	0	1.2	-0.68	-41	0.2	-12	-32	-7
CCCn1cnc2sc(CC)cc2c1=O	5	15	2.2	x	4	0.7	-11	25	5
O=C(c1cc2n(n1)C(C(F)(F)F)CC(c1ccc(Cl)cc1)N2)N1CCCC1 (stereo unspecified)	1	15	-0.3	x	-1	0.1	-21	-3	3
O=C(NCCCc1ccccc1)c1ccccc1O	-9	11	0.6	-2.2	1	-0.1	-1	-9	1
COc1cccc(C(=O)C2CCCN(Cc3c(C)n(C)n(-c4ccccc4)c3=O)C2)c1 (stereo unspecified)	-4	10	0.9	1.2	14	0.0	0	6	-2
Cc1cc(NS(=O)(=O)c2ccc(CC(C)C)cc2)no1	-4	11	-0.3	-0.74	11	-0.3	-4	1	-1

Four entries from above in a different format:
| canonical_smiles | thrombin 1536 | FXIIa inh 1536 | TNF death inh | KCC2 mod | Hck-Nef inh | zVAD death inh | KLK5 inh | Rad51 HR inh | FXIa inh |
| --- | --- | --- | --- | --- | --- | --- | --- | --- | --- |
| CCCn1cnc2sc(CC)cc2c1=O | 5 | 15 | 2.2 | x | 4 | 0.7 | -11 | 25 | 5 |
| O=C(c1cc2n(n1)C(C(F)(F)F)CC(c1ccc(Cl)cc1)N2)N1CCCC1 (stereo unspecified) | 1 | 15 | -0.3 | x | -1 | 0.1 | -21 | -3 | 3 |
| O=C(NCCCc1ccccc1)c1ccccc1O | -9 | 11 | 0.6 | -2.2 | 1 | -0.1 | -1 | -9 | 1 |
| COc1cccc(C(=O)C2CCCN(Cc3c(C)n(C)n(-c4ccccc4)c3=O)C2)c1 (stereo unspecified) | -4 | 10 | 0.9 | 1.2 | 14 | 0.0 | 0 | 6 | -2 |

Source: PubChem BioAssay
